# Luc counter = Counterscreen for Luciferase (Kinase-Glo TM) Inhibition; AID 1379, 2008; Kinase-Glo luciferase, ATP luminescence, 8 min; Potency, µM (titrated, usually from 38.3 µM), for inactives: at the top dose activity change, negative = inhibition, usual class: inhibitors; actives 0.28% (n = 200,000); further: potency means the concentration at half of the fitted maximal effect; on the % scale 0 is the no-effect control and ±100 the full control effect; nearly all actives have a fitted effect of over 60% in size
#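 Compounds were added to a substrate mix at pH 7.2 (50 mM imidazole, 10 uM ATP, within the enzyme's linear range), followed by Kinase-Glo detection reagent; luminescence was measured after 8 minutes at ambient temperature.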
# L3MBTL1 inh = qHTS Assay for the Inhibitors of L3MBTL1; AlphaScreen L3MBTL1–H3K9me1 peptide binding; Lethal(3)malignant brain tumor-like protein 1 (Homo sapiens), Q9Y468; actives 0.66% (n = 230,000); Potency, µM (top dose mostly 57.1 µM), for inactives: top-dose activity, negative = inhibition, hits mostly inhibitors; further: potency means the concentration at half of the fitted maximal effect; on the % scale 0 is the no-effect control and ±100 the full control effect; nearly all actives have a fitted effect of over 60% in size
# Target sequence (Q9Y468 whole entry, looked up): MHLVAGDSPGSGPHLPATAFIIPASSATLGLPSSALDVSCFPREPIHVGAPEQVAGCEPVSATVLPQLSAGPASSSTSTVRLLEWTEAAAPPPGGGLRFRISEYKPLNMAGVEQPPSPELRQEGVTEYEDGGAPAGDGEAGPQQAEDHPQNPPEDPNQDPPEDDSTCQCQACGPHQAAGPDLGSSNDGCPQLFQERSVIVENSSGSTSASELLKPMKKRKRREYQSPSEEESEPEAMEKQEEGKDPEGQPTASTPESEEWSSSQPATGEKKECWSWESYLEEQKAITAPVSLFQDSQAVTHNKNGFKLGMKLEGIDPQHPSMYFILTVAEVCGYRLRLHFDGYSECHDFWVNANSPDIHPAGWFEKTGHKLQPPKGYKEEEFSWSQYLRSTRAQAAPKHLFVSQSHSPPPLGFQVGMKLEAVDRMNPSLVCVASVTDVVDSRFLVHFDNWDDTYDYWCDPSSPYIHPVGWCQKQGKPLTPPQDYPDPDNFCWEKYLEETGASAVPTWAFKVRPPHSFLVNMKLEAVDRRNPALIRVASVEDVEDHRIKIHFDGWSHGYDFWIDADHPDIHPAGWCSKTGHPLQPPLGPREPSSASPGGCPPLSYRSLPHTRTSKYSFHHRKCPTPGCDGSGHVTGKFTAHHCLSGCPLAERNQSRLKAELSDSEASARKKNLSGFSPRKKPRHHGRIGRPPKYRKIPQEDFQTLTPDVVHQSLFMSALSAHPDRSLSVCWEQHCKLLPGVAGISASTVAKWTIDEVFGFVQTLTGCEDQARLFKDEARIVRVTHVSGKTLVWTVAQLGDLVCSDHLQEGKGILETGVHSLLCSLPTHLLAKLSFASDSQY
#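 AlphaScreen assay: L3MBTL1 (50 nM final) was preincubated 30 min at room temperature with biotinylated H3(1-15)K9me1 peptide (75 nM final), then 30 min with library compounds; streptavidin donor and nickel chelate acceptor beads (10 ug/mL final) added, 30 min dark.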
# NPSR antag = qHTS Assay for Antagonists of the Neuropeptide S Receptor: cAMP Signal Transduction; Q6W5P4; Potency, µM (highest dose often 38.3 µM), inactives show at the top dose activity change, negative = inhibition, actives largely listed as inhibitors; actives 1% (n = 220,000); CHO-NPSR cells, cAMP TR-FRET, antagonist mode; AID 1461, 2008; further: potency means the concentration at half of the fitted maximal effect; on the % scale 0 is the no-effect control and ±100 the full control effect; nearly all actives have a fitted effect of over 50% in size; many of its hits are not listed in these tables
# IMPase Li cell = qHTS Assay for Identifying the Cell-Membrane Permeable IMPase Inhibitors: Potentiation with Lithium. CHO-M1 cells, IP1 TR-FRET (IP-One), carbachol + lithium. Potency, µM (series often up to 59.4 µM), without a hit: at the highest dose activity, negative = IMPase inhibition, most hits filed as inhibitors. actives 0.35% (n = 210,000);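 further: IP1 builds up when IMPase is blocked and the TR-FRET signal falls; potency means the concentration at half of the fitted maximal effect; plate controls were basal vehicle for no effect and high inhibitor control for full effect; nearly all actives have a fitted effect of over 50% in size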
#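 Readout is a homogeneous TR-FRET IP1 immunoassay (Ex 320, Em 665 and 620), where raised cytosolic IP1 lowers signal. Cells were CHO-M1 treated 30 min at 37C with test compounds plus a little lithium; AC50 values came from Hill-equation fitting.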
# HttQ103 aggreg = qHTS Multiplex Assay to Identify Dual Action Probes in a Cell Model of Huntington: Aggregate Formation (GFP) | PC12 HttQ103-GFP aggregates, Acumen cytometry, 40 h | Potency, µM (highest dose often 46.1 µM), for the others: at the highest dose activity change, negative = inhibition, usual class: inhibitors | actives 1.1% (n = 220,000); further: potency means the concentration at half of the fitted maximal effect; on the % scale 0 is the no-effect control and ±100 the full control effect; nearly all actives have a fitted effect of over 60% in size
#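 PC12/HTTQ103-GFP, ecdysone-inducible; teb 100 nM; cpd qHTS titration; GFP aggregates read on laser cytometer, Ex 488/Em 500-530 nm.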
# CBFb-RUNX1 inh = qHTS Assay for Compounds Blocking the Interaction Between CBF-beta and RUNX1 for the Treatment of Acute Myeloid Leukemia | Runt-related transcription factor 1 (Homo sapiens) + Core-binding factor subunit beta … | AlphaScreen CBFb-His/RUNX1-biotin binding, biochemical | Potency, µM (highest dose often 59.8 µM), without a hit: at the top dose activity, negative = inhibition, hits mostly inhibitors | 230,000 tested, under 10 active | AID 1477, 2009; further: % of control where 0% means no effect
#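 Inhibition was taken as any reduction in AlphaScreen signal from the CBF-beta–RUNX1 pair (His and biotin tags, 30 nM each), measured after compound (15 min) and bead (90 min) incubations at room temperature.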
# Epigenetic derep = Quantitative High-Throughput Screen for Regulators of Epigenetic Control; actives 0.2% (n = 280,000); AID 1865, 2009; Potency, µM (titrated, usually from 53.9 µM), inactives show top-dose GFP activation, usual class: activators; murine LDR cells, GFP reporter derepression, 30 h; further: potency means the concentration at half of the fitted maximal effect; % of control where 0% means no effect; nearly all actives have a fitted effect of over 60% in size
#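 Murine LDR cells carrying a silenced, genomically integrated CMV-driven GFP reporter were exposed to compound for 30 hours at 37 C. After PBS washes, GFP-positive cells (20–120 um objects) were counted by laser-scanning microplate cytometry.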
# The depositor's hits bear a star; ? = inconclusive; . = not tested or not shown; [ ] = another dose, or the depositor's remark. The call rests on the fitted dose curve; in most records, active means well fitted curve in the direction sought with a large enough effect; inconclusive means small, poorly fitted or top-dose-only effect, or another doubt; inactive means no such curve, though single readings can be large; an effect the other way counts as inactive or inconclusive. Not all compounds are listed; count on the stated rates, not on these rows.
SMILES,Luc counter,L3MBTL1 inh,NPSR antag,IMPase Li cell,HttQ103 aggreg,CBFb-RUNX1 inh,Epigenetic derep
Cc1ccc(Cn2nc(C)c(NC(=O)c3cc(-c4ccco4)on3)c2C)cc1,-3%,-6%,-23%[46.1 µM],10%[38.3 µM],-16%,-2%,?
O=C1NC(c2cn(-c3ccccc3)nc2-c2cccs2)C(C(=O)c2cccnc2)C(O)(C(F)(F)F)N1 (configuration not stated),0%,.,-16%[46.1 µM],16%[38.3 µM],1%[9.22 µM],1%,1.8%
C#CCSC1=C(C#N)C(c2cccs2)C(C(=O)OCC)=C(C)N1 (configuration not stated),1%,.,-8%[46.1 µM],23%[38.3 µM],-3%,0%,-1.0%
Cc1cccc(N2C(=O)CSC23CCCCC3)c1,1%,16%,2%,18%,0%,6%,-0.1%
COc1ccc(Cc2nc3c4c(ncn3n2)Oc2ccc3ccccc3c2C4c2ccc(OC)c(OC)c2)cc1 (configuration not stated),3%,-3%,0%,-3%,15%,-10%,0.0%
CCOC(=O)Cn1c(=NC(=O)CSC(C)=O)sc2cc(OC)ccc21,-7%,.,-6%[46.1 µM],?,5%,0%,-3.9%
CCCCNc1nc(C)nc2c1nc(-c1ccccc1)n2C1CCN(Cc2ccccc2)C1 (configuration not stated),1%,.,.,16%,.,7%,3.8%
Cc1nc(N)nc(N)c1/C=C/C(C)(C)c1ccc(Cl)cc1,0%,-7%,?,25%,?,-16%,-1.8%
O=C(COc1ncnc2ccccc12)N1CCN(c2ccccc2)CC1,-1%,.,12%,-2%,10%,2%,-0.7%
O=C(CCc1ccccc1)Nc1ccc(F)c([N+](=O)[O-])c1,7%,.,-25%,-2%,-14%,-1%,-5.2%
Cc1sc2ncn(CC(=O)NCCCC(=O)N3CCN(c4ccccn4)CC3)c(=O)c2c1C,0%,24%,-2%[46.1 µM],2%[38.3 µM],6%,-4%,0.0%
CCNCc1cc([N+](=O)[O-])ccc1OCC,2%,1%,6%,15%,-3%,8%,0.2%
CCCn1c(C)nc2c(N3CCC(N(C)C)C3)nc(C)nc21 (configuration not stated),-3%,.,.,3%,.,7%,1.5%
COC(=O)c1ccccc1NC(NC(=O)c1ccco1)C(=O)c1ccc(C)cc1 (configuration not stated),-1%,2%,-8%[46.1 µM],14%[38.3 µM],6%,1%,0.8%
Cc1ccc(SCc2[nH]nc3c2C(C(C)C)C(C#N)=C(N)O3)cc1 (configuration not stated),-3%,-5%,-17%[46.1 µM],-13%[38.3 µM],?,-6%,-2.3%
CCOc1cc(/C=C2/C(=N)N3C=CSC3=NC2=O)ccc1OCCCOc1ccccc1C,2%,6%,?,3%[38.3 µM],-4%,10%,0.9%
Cc1c(Cl)c([N+](=O)[O-])nn1CC(=O)NCC(C)C,-1%,3%,4%,6%,.,3%,0.0%
NC(=O)c1ccc2c(c1)OCCO2,13%,0%,6%[46.1 µM],-20%[38.3 µM],-4%,-2%,0.8%
Nc1cnn(C2OC(CO)C(O)C2O)c(=O)n1 (configuration not stated),-2%,11%,14%,3%,13%,13%,-2.9%
CN1C2C=C3C(C#N)=C(N)C(C#N)(C#N)[C@@H](c4ccc(Cl)cc4)[C@@H]3C1CC2 (some centres not stated),-3%,-2%,1%[46.1 µM],-11%[38.3 µM],13%,-3%,-1.1%
Oc1ccccc1-c1cc(-c2ccccc2Cl)[nH]n1,3%,.,-15%[46.1 µM],-3%[38.3 µM],-10%,5%,-0.7%
C/C=C/C=C/[C@H]1Cc2cc(O)cc(O)c2O1,.,.,13%,.,5%[9.22 µM],-16%,0.0%
CCC/C=C(\CCC)C(NC(=O)Oc1ccc(F)cc1)c1ccc(C(=O)OC)cc1 (configuration not stated),0%,.,.,-2%,.,4%,2.5%
Cc1ccc2c(c1)N(CC(=O)NCc1ccco1)C(=O)CO2,5%,-16%,0%[46.1 µM],11%,-1%,8%,-1.8%
COCCn1c(N2CCN(c3ccccc3)CC2)nc2c1c(=O)n(C)c(=O)n2C,1%,3%,20%,19%,19%[9.22 µM],2%,1.0%
Oc1ccc(CCC2CCCCN2Cc2nc(C3CC3)no2)cc1 (configuration not stated),-1%,2%,17%,20%,26%[9.22 µM],4%,8.7%
CCc1ccc(NC(=O)N(CCN2CCOCC2)C2CCN(C(C)=O)CC2)cc1,-4%,2%,-5%[46.1 µM],-23%[38.3 µM],18%,-1%,-2.6%
O=S(=O)(Nc1cccc2ccccc12)N1CCCC1,-2%,0%,5%[46.1 µM],4%[38.3 µM],1%,6%,1.9%
O=S1(=O)CCC(NC(=S)SCc2ccccc2Br)C1 (configuration not stated),2%,.,19%,-13%,?,11%,5.4%
COc1ccc(NS(=O)(=O)c2ccc(O)c(C(=O)OCC(=O)N3CC(C)OC(C)C3)c2)cc1 (configuration not stated),-2%,5%,-8%[46.1 µM],3%[38.3 µM],21%,13%,2.6%

# Reformatted: entries from further up
COCCn1c(N2CCN(c3ccccc3)CC2)nc2c1c(=O)n(C)c(=O)n2C
  Luc counter = 1%	L3MBTL1 inh = 3%	NPSR antag = 20%	IMPase Li cell = 19%	HttQ103 aggreg = 19%[9.22 µM]	CBFb-RUNX1 inh = 2%	Epigenetic derep = 1.0%
Oc1ccc(CCC2CCCCN2Cc2nc(C3CC3)no2)cc1 (configuration not stated)
  Luc counter = -1%	L3MBTL1 inh = 2%	NPSR antag = 17%	IMPase Li cell = 20%	HttQ103 aggreg = 26%[9.22 µM]	CBFb-RUNX1 inh = 4%	Epigenetic derep = 8.7%
CCc1ccc(NC(=O)N(CCN2CCOCC2)C2CCN(C(C)=O)CC2)cc1
  Luc counter = -4%	L3MBTL1 inh = 2%	NPSR antag = -5%[46.1 µM]	IMPase Li cell = -23%[38.3 µM]	HttQ103 aggreg = 18%	CBFb-RUNX1 inh = -1%	Epigenetic derep = -2.6%

# (list continues)
SMILES,Luc counter,L3MBTL1 inh,NPSR antag,IMPase Li cell,HttQ103 aggreg,CBFb-RUNX1 inh,Epigenetic derep
CCCCNc1nc2c(S(=O)(=O)c3ccccc3)nnn2c2ccccc12,-8%,.,?,8.9µM*,3%,7%,5.3%
O=C(Cn1[nH]c(=O)c2ccccc2c1=O)Nc1cccc(-c2nnc3n2CCCCC3)c1,0%,8%,1%[46.1 µM],-7%[38.3 µM],0%,8%,0.0%
CC(C)C(=O)Nc1nc2ccc(S(C)(=O)=O)cc2s1,-1%,8%,2%,2%,.,3%,-1.1%
C=C(C(=O)OCC)C(=O)c1ccccc1,1%,.,.,8%,.,26%,-0.1%
CN(C)C(=O)CSc1nnc(-c2cccnc2)n1-c1ccccc1,-3%,1%,9%[46.1 µM],-2%[38.3 µM],-2%,-2%,2.2%
Cc1nn(C)c(C)c1S(=O)(=O)N(CC(=O)NCc1ccco1)c1ccc(C(C)C)cc1,1%,0%,0%[46.1 µM],9%,-5%,-3%,1.0%
OCn1c2ccccc2c2ccccc21,.,.,14%,.,11%[9.22 µM],20%,0.0%
O=C(CC(c1ccccc1)c1ccco1)N1CCOCC1 (configuration not stated),-3%,7%,-13%[46.1 µM],-2%,10%,3%,0.0%
Cc1ccc(C(=O)NNC(=O)Cc2csc(-c3csc(C)n3)n2)cc1,.,5%,-13%,.,2%[9.22 µM],13%,1.1%
CCc1ccc(C(C(=O)NC2CCCC2)N(C(=O)/C=C/C(=O)Nc2cc(C)on2)c2ccccc2C)cc1 (configuration not stated),4%,13%,?,15%,29%,4%,1.1%
O=C(Oc1cc(=O)oc2c1c(=O)n1c3c(cccc23)CC1)c1ccc(F)cc1,.,-10%,22%,.,-7%[9.22 µM],8%,19%
CCN(CC)C(=O)c1cn(C)c(=O)c2cc(OC)c(OC)cc12,5%,.,-15%[46.1 µM],16%[38.3 µM],23%,2%,-1.1%
Cc1ccc(S(=O)(=O)NC2(C(=O)O)CCCCC2)cc1,0%,.,12%[46.1 µM],13%[38.3 µM],-9%,-1%,4.9%
O=C1c2ccccc2NC(c2ccc(O)cc2)N1/N=C/c1ccc(O)cc1 (configuration not stated),-1%,10%,-9%,6%,6%,-5%,1.9%
C[N+]1=C(/C=C/Nc2ccccc2Cl)C(C)(C)c2ccccc21,-2%,4%,-10%,12%,13µM*,-5%,8.5%
CCOC(=O)C1=C(C)NC(=O)C(C(N)=O)C12CCCCC2 (configuration not stated),4%,2%,4%[46.1 µM],21%[38.3 µM],16%,13%,-4.5%
O=C(Nc1ccccc1C(=O)O)c1ncn[nH]1,-2%,-2%,?,0%[38.3 µM],1%,2%,0.0%
CC12CC(c3ccccc3O1)C(C(=O)NCc1ccccc1)C(=O)N2 (configuration not stated),-1%,5%,-21%[46.1 µM],-3%[38.3 µM],3%,2%,0.0%
C=C(C(C)=O)C(O)c1cccc(OC)c1 (configuration not stated),1%,.,.,-3%,.,-9%,-1.1%
C=CCn1c(CSCc2ccc(C)cc2)nnc1SCC(=O)NCc1ccccc1,-2%,.,-17%[46.1 µM],32%[activator][38.3 µM],-21%,-6%,-0.8%
O=C(c1ccco1)N1CCN(c2c([N+](=O)[O-])nn(-c3cccc(Cl)c3)[n+]2[O-])CC1,-3%,.,8%,3%,-6%,-10%,2.1%
Cc1ccc(/C=C/c2ccc(=O)n(Cc3ccccc3Cl)n2)cc1,-2%,.,?,44%[activator][38.3 µM],?,?,-0.3%
COc1cccc(NC(=O)c2ccc3snnc3c2)c1,-12%,18%,-14%,13%,-6%,-1%,-1.0%
COc1ccc(/C=N/NC(=O)c2ccc3nc[nH]c3c2)c(OC)c1OC,.,54%[activator],5%,.,-7%[9.22 µM],-14%,-2.9%
CCOC(=O)C1CCN(C(=O)COC(=O)c2ccc3c(c2)C(=O)N(c2ccc(OCC)cc2)C3=O)CC1,-1%,-5%,-11%,17%,-5%,7%,-0.2%
CCOc1ccc(NCc2nnc(SCc3ccccc3Cl)n2-c2ccccc2)cc1,1%,?,?,16%[38.3 µM],-22%,?,1.1%
COC(=O)c1nn(-c2ccc(OC)cc2)c(=O)cc1Sc1ccc(C)cc1,-1%,-28%,-10%,-8%,-6%,16%,0.0%
CCC(=O)N1CCN(c2nc(-c3ccc(Cl)cc3)cs2)CC1,2%,-8%,-12%[46.1 µM],-2%,-8%,2%,-2.0%
C=CCNC(=O)c1onc(CSc2ccc(F)cc2)c1C(=O)O,1%,4%,5%[46.1 µM],0%[38.3 µM],1%,5%,-0.9%

# High-throughput results (PubChem BioAssay)
